Screens deposited in PubChem BioAssay by National Center for Advancing Translational Sciences (NCATS).
PTHR1 ag = PTHR1 (human) receptor agonism. AID 743266. Q03431. Potency, µM (doses to about 115 µM), for inactives: at the top dose activation, usual class: activators. HEK293 GP2 PTHR1 cells, GloSensor cAMP luminescence, 1 h. 0.075% of 410,000 active; note: potency is the fitted concentration of half-maximal effect; nearly all actives have a fitted effect of over 55% in size; some results filed as inactive show a strong effect at the top dose; inactives centre near -15; many of its hits are not listed in these tables
Target sequence (Q03431 whole entry, looked up): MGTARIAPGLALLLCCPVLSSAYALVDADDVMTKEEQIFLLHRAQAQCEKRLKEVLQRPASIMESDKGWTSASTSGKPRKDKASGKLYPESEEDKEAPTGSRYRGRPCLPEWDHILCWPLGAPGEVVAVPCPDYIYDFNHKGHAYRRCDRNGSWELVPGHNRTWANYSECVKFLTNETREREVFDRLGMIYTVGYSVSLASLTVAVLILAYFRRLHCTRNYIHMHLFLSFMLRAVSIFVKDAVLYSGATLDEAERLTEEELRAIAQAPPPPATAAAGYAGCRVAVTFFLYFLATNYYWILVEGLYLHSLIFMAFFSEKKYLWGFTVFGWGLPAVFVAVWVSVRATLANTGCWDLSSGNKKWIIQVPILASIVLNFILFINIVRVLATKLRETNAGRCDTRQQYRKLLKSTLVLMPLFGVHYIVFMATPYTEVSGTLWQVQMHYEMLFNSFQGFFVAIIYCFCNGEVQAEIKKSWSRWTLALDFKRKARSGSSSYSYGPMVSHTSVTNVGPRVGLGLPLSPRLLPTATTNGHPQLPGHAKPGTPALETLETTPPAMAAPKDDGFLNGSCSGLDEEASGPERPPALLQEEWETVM
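HEK-293-derived GP2 cells expressing PTHR1 and a GloSensor cAMP reporter, 3,000/well, plated overnight, given luciferin plus IBMX (each 0.5 mM as added) for 1 h at 37 °C, then compound for 1 h at 37 °C. Luminescence was read after 15 min at room temperature.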
Akt phos inh = inhibitors of Akt phosphorylation. Neuro2A IGF-stimulated pAkt S473 HTRF, 20 min; hits give low values. activity change, % for hits at 50 µM. 0.32% of 360,000 active. AID 651550; in the data active = activity change below about -80%; inconclusive = mostly about -51% to -80%; note: % is set by controls: 0 for no effect and ±100 for the full control effect
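Neuro2A cells (4,500/well, DMEM with 0.5% FBS) were treated with compound at a single 50 µM final concentration, stimulated with 6 nM IGF for 20 min at 37 °C, and lysed. Phospho-Akt Ser473 was read by HTRF as 665/615 ratio ×10^4.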
HEK293 tox = cytotoxicity in counter-screen for GLP-1R inverse agonists; Potency, µM (doses to about 38.3 µM), inactives show top-dose activity change, negative = inhibition, actives largely listed as inhibitors; AID 624418; 0.13% of 410,000 active; HEK293 cAMP-luciferase reporter cells, luminescence, 24 h;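 note: loss of luciferase light is scored as toxicity; potency is the fitted concentration of half-maximal effect; % is set by controls: 0 for no effect and ±100 for the full control effect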
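Quantitative HTS format, 1536 wells, 200 cells/uL seeded. Compounds: 23 nL, 24 h, 37 °C. Detection: luciferase reagent, luminescence at 12 min RT; decreased signal taken as cytotoxic.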
TDP-43 yeast inh = inhibitors of TDP-43 toxicity in yeast | TDP-43 expressing yeast growth rescue, BacTiter-Glo, 24 h | Potency, µM (series often up to 46.1 µM), for inactives: at the top dose growth rescue (activation), usual class: activators | 1.8% of 410,000 active; note: potency is the fitted concentration of half-maximal effect; % of control where 0% means no effect; nearly all actives have a fitted effect of over 50% in size
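Cell-based yeast growth screen: TDP-43 expression induced in galactose, inoculum OD600=0.02 after raffinose pregrowth to mid-log. Read-out BacTiter-Glo luminescence at 24 hr, 30 deg C; inhibition of toxicity seen as signal increase.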
GLP-1R inv ag = GLP-1 receptor (human) inverse agonism; HEK293 GLP-1R CRE-luciferase, luminescence, 24 h; GLP-1R form is constitutively active; P43220; 1.6% of 410,000 active; Potency, µM (series often up to 38.3 µM), without a hit: at the top dose activity change, negative = inhibition, usual class: inhibitors; note: potency is the fitted concentration of half-maximal effect; % is set by controls: 0 for no effect and ±100 for the full control effect; nearly all actives have a fitted effect of over 55% in size
Target sequence (P43220 whole entry, looked up): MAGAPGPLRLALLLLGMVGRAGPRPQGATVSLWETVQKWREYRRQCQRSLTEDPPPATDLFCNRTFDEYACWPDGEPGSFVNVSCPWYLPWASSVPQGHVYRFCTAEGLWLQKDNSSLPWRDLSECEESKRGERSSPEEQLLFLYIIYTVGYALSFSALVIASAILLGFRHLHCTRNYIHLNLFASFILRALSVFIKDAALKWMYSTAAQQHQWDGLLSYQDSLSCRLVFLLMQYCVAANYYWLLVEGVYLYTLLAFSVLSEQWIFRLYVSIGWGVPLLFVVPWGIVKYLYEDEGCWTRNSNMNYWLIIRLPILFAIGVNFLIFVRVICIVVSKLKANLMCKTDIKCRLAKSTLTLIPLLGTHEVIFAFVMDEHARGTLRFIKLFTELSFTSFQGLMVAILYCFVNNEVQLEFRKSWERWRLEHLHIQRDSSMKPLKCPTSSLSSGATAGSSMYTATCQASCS
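Inverse agonism was detected as reduced cAMP-driven luciferase luminescence after 24 h compound treatment. The cells were HEK293 clones expressing constitutively active human GLP-1R with the reporter. Reporter-only and GPR119 cell lines served as counterscreen controls.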
FUS yeast rescue = FUS proteinopathy suppression in yeast | S. cerevisiae FUS-expressing, growth rescue, OD600, 24 h | Potency, µM (series often up to 76.6 µM), for the others: at the highest dose growth rescue (activation), most hits filed as activators | 0.24% of 390,000 active | AID 1347120;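 note: potency is the fitted concentration of half-maximal effect; plate controls were DMSO vehicle for no effect and reference control for full effect; nearly all actives have a fitted effect of over 55% in size; some results filed as inactive show a strong effect at the top dose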
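FUS-expressing yeast, raffinose-pregrown, induced in 2% galactose minimal medium at OD 0.005; compounds in a dilution series, 24hr at 30C. Growth restoration read as absorbance at 600 nm. CP55940 positive control, DMSO negative.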
Mm-Cpn inhibitor = M. maripaludis TRiC chaperonin inhibition. 0.031% of 330,000 active. Potency, µM (doses to about 76.9 µM), without a hit: at the highest dose activity, negative = inhibition, most hits filed as inhibitors. AID 504842. purified Mm-Cpn ATPase, ADP Transcreener TR-FRET; note: potency is the fitted concentration of half-maximal effect; % is set by controls: 0 for no effect and ±100 for the full control effect; nearly all actives have a fitted effect of over 80% in size
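Reaction buffer contained 30 mM Tris pH 7.4, 100 mM KCl, 5 mM MgCl2 and 1 mM DTT. Mm-CPN (25 nM final) hydrolysed 10 uM ATP over 30 min at 37°C; ADP was read by HTRF.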
Abeta yeast res = restores growth of yeast expressing A-beta42 peptide; Potency, µM (top dose mostly 46.1 µM), without a hit: at the highest dose growth rescue, most hits filed as activators; 0.063% of 410,000 active; yeast expressing A-beta42, growth rescue, OD600, 48 h; response scale: 0% DMSO, 100% iron-clioquinol control; AID 1347071; note: potency is the fitted concentration of half-maximal effect; nearly all actives have a fitted effect of over 55% in size
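Yeast A-beta toxicity model in growth medium with pinned compounds, 48 h at 30 C; growth read as absorbance at 600 nm. Normalized to FeCl3/clioquinol equimolar mix (positive) and DMSO (negative).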
aSyn rescue = inhibitors of alpha-synuclein toxicity in yeast; Potency, µM (series often up to 46.1 µM), for the others: top-dose growth rescue (activation), hits mostly activators; Yeast expressing alpha-synuclein, growth rescue, BacTiter-Glo, 24 h; 0.14% of 370,000 active; AID 652106; note: potency is the fitted concentration of half-maximal effect; % of control where 0% means no effect; nearly all actives have a fitted effect of over 65% in size
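Galactose-induced alpha-syn yeast (OD600=0.02, raffinose-pregrown) + pinned cpd, 24 hr, 30 deg C; growth by BacTiter-Glo luminescence. Growth restoration scores as activation.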
Numbers without * were called inactive; i = inactive; ? = inconclusive; nt = no result given; [ ] = remark or other dose. Unless noted, calls come from the whole dose curve; as a rule, active = well fitted curve in the direction sought with a large enough effect; inconclusive = small, poorly fitted or top-dose-only effect, or another doubt; inactive = no such curve, though single readings can be large; an effect the other way counts as inactive or inconclusive.

| mol | PTHR1 ag | Akt phos inh | HEK293 tox | TDP-43 yeast inh | GLP-1R inv ag | FUS yeast rescue | Mm-Cpn inhibitor | Abeta yeast res | aSyn rescue |
| --- | --- | --- | --- | --- | --- | --- | --- | --- | --- |
| CNC(=O)c1[nH]cnc1C(=O)Nc1ccc(Cl)cc1 | -3% | i | -14% | 30% | 14% | 7% | -4% | -4% | -9% |
| CCOc1cc(C(=O)OC(C(=O)NC(=O)NC)c2ccccc2)ccc1OCC(=O)N1CCOCC1 (stereo not given) | i | i | -14% | 13% | 8% | nt | 1% | -8% | -8% |
| Cn1cncc1C#Cc1ccc2cc(CCO)oc(=O)c2c1 | -8% | i | ? | 5% | 52%[activator] | 0% | -2% | 0% | 2% |
| COc1ccc(NC(=O)CCc2nnc3ccc(NCc4ccco4)nn23)cc1OC | -3% | i | -1% | -6% | 28% | 11% | 0% | 1% | -6% |
| CCc1sc(C(=O)Nc2ccc(F)cc2C)cc1C | -3% | i | -8% | ? | -17% | nt | 2% | 22% | 4% |
| N#CCn1c2ccccc2c2nc3ccccc3nc21 | -13% | i | 24% | 19% | 104%[activator] | 4% | 1% | -12% | -4% |
| CC1CCC(NC(=O)COC(=O)c2cccnc2Cl)CC1 (stereo not given) | i | i | 3% | 13% | 4% | 1% | -3% | 7% | 2% |
| O=C(Nc1cccc(Cl)c1)/C(=C\c1cccnc1)NC(=O)c1ccco1 | i | i | 2% | 12% | 19% | -36% | -6% | 0% | 0% |
| CC(C)[C@H](NC(=O)c1ccc(C(C)(C)C)cc1)C(=O)N1CCN(Cc2ccc3c(c2)OCO3)CC1 | -21% | i | 13% | -16% | ? | ? | 2% | 2% | 6% |
| Cc1onc(-c2c(F)cccc2Cl)c1C(=O)OCc1cnc(Cl)s1 | -19% | i | 0% | ? | ? | 17% | 0% | -2% | 24% |
| CC(C)Cn1c2c(c(=O)[nH]c1=O)C(C(F)(F)F)(C(F)(F)F)N=C(CCC1CCCCC1)N2 | -9% | i | -1% | 10% | -21% | 10% | 1% | -4% | -5% |
| O=S(=O)(Nc1ccc(NS(=O)(=O)c2ccccc2)cc1)c1ccccc1 | -19% | i | 2% | 16% | 18% | -8% | nt | -6% | ? |
| Cc1cc(NC(=O)COC(=O)c2ccc(S(=O)(=O)N3CCCC3)cc2)no1 | 7% | i | -7% | 1% | 0% | -34% | -2% | -11% | 3% |
| C=CCNC(=S)NNC(=O)c1ccc(=O)n(Cc2ccccc2)c1 | i | i | 10% | -4% | 18% | 28% | -4% | -10% | -5% |
| Cc1cccc(C(=O)NCC(=O)OCC(=O)N2CCc3ccccc32)c1 | -3% | i | 7% | -11% | 2% | -19% | 1% | -10% | -3% |
| CC(C)CCn1c(=O)c2sccc2n2c(CCCC(=O)Nc3ccc(F)c(Cl)c3)nnc12 | -18% | nt | 5% | 5% | 1% | 0% | nt | -9% | nt |
| Cc1ccc(CN(c2ccc(C(=O)N3CCc4ccccc4C3)cc2)S(C)(=O)=O)cc1 | i | i | -20% | -10% | 0% | 40% | 0% | 3% | 10% |
| Cc1nn(-c2ccccc2)c2[nH]c(=O)c(CNc3ccc(N4CCOCC4)cc3)cc12 | -7%[57.5 µM] | i | 90%[activator] | -21% | 53%[activator] | ? | -2% | -28% | 11% |
| Cc1ccccc1CSc1nnc2[nH]c(=O)cc(-c3ccccc3)n12 | -15% | nt | 4% | 0% | 5% | -12% | nt | 10% | nt |
| CN1c2ccc([N+](=O)[O-])cc2N(C)C1(C)c1ccccc1 (stereo not given) | -48%[inhibitor] | i | ? | 4% | ? | 1% | -5% | -11% | -12% |
| Cn1cc(C(=O)c2ccccc2)cc1-c1nc2ccccc2n1C | -10%[57.5 µM] | i | 2% | -18% | -25% | 22% | 1% | -49%[inhibitor] | -19% |
| O=C(NNC(=O)C(O)c1ccccc1)NC1CCCCC1 (stereo not given) | i | i | -1% | 0% | 1% | -5% | 1% | 9% | 3% |
| C=CCn1c(SCC#N)nc2sc(CC)cc2c1=O | i | i | 2% | ? | -3% | 5% | -1% | -42%[inhibitor] | -18% |
| O=C(Cc1ccc2c(c1)OCCO2)Nc1cccc(S(=O)(=O)N2CCOCC2)c1 | i | i | -20% | 17% | 5% | 4% | 0% | 12% | -1% |
| Cc1ccc(CNS(=O)(=O)c2ccc(C(F)(F)F)cc2)n1C | i | i | -5% | -5% | -18% | 12% | -2% | 3% | 19% |
| CCCCn1c(=O)[nH]c(=O)c2c1nc(-c1ccc(OCC)cc1)n2CC | i | i | -4% | 1% | 7% | 11% | 0% | 3% | -1% |
| C[C@@H]1C=CC(=O)O[C@@H]1c1ccc(Cl)cc1 | i | i | -5% | 13µM* | ? | -10% | -3% | -44%[inhibitor] | -16% |
| Fc1ccc(/C=N/c2c(-c3ccc(F)cc3)nc3n2CCS3)cc1 | i | i | -24% | -2% | -38% | 18% | 1% | -21% | -5% |
| CCOC(=O)C1CCN(c2c(N3CCN(c4ccccc4OC)CC3)c(=O)c2=O)CC1 | -3% | i | 12% | 15% | 1% | -17% | 1% | 2% | 4% |
| CC1CCc2c(sc(NC(=O)c3cccn3C)c2C(N)=O)C1 (stereo not given) | -30% | i | -5% | -5% | -30% | ? | -2% | -12% | 3% |
| COc1cc(C2c3cc4c(cc3CC3COC(=O)N32)OCO4)cc(OC)c1OC (stereo not given) | i | i | ? | 0% | -54% | nt | nt | -1% | -6% |
| COc1ccc(N2CCN(C(=O)c3ccccc3Br)CC2)c([N+](=O)[O-])c1 | i | i | -3% | ? | -22% | 21% | 1% | 4% | 7% |
| COc1ccccc1-c1c(C)nn2c(N3CCC(C)CC3)cc(C)nc12 | -90%[inhibitor] | i | 3% | -11% | 17% | 12% | -1% | -7% | -5% |
| N#Cc1nc(Cc2ccccc2)oc1NCCc1ccccc1 | -23%[57.5 µM] | -105%* | 25% | 20% | ? | 8% | -1% | -2% | 6% |
| NC(=O)c1nnn(-c2ccccc2)c1N | 5% | i | -2% | -20% | 0% | ? | -1% | 16% | -4% |
| OCCOc1nnnn1-c1ccccc1 | i | nt | 8% | -8% | 18% | -17% | 1% | 2% | -3% |
| COc1ccc(CN2CCN(C(=O)c3ccccc3C(=O)c3ccccc3)CC2)cc1F | -54%[inhibitor] | i | 4% | -2% | -22% | -7% | nt | 4% | 6% |
| CC(C(=O)NC1C=CS(=O)(=O)C1)N1C(=O)/C(=C/c2cccc(Cl)c2)SC1=S (stereo not given) | -10% | i | -24% | 14% | 61%[activator] | 31% | 3% | 16% | 0% |
| NS(=O)(=O)c1ccc(CNC(=O)Cc2ccccc2[N+](=O)[O-])cc1 | -24% | i | -2% | 20% | -10% | -3% | 0% | -1% | 0% |
| CCOc1ccc(-c2csc(NC(=O)c3ccco3)n2)cc1 | -48%[inhibitor] | i | 5% | ? | 10% | -13% | -15% | 8% | -21% |
| CC1(C)CC(=O)C2=C(C1)Nc1ccccc1NC2c1ccc2c(c1)OCO2 (stereo not given) | i | i | -10% | -3% | 0% | 14% | 0% | -15% | 1% |
| C[C@H]1CN([C@@H](C)CO)C(=O)c2cc(Br)cnc2O[C@H]1CN(C)S(=O)(=O)c1ccccc1F | -1% | i | -13% | 0% | -6% | 10% | nt | 11% | 4% |
| CCNC(=O)NS(=O)(=O)c1cnccc1Nc1cccc(Cl)c1 | i | i | -22% | -5% | 20% | 1% | 1% | 8% | 1% |
| FC(F)(F)c1cc(-c2ccc(Cl)cc2)nc2ncnn12 | -10% | i | 4% | 9% | -14% | 9% | -4% | -25% | 7% |
| CCCNC(=O)CSc1cn(CC(=O)N2CCCCCC2)c2ccccc12 | -2% | nt | 2% | 3% | -24% | 11% | nt | 6% | nt |
| CN(Cc1c(F)cccc1Cl)C(=O)c1cccc(S(=O)(=O)N2CCN(Cc3ccccc3)CC2)c1 | -53%[inhibitor] | i | 2% | 6% | ? | 1% | nt | 4% | 6%[1.84 µM] |
| Cc1cc(C)c(NC(=O)CSc2nnc(CNC(=O)c3ccccc3F)o2)c(C)c1 | 0% | i | 17% | -2% | 6% | -5% | -1% | 8% | -4% |
| CCOC(=O)c1c(C(F)(F)F)cc(-c2ccc(F)cc2)nc1C | -11% | i | -9% | -4% | -13% | nt | 0% | 11% | 0% |
| CN(CCc1cn[nH]c1)C(=O)C1CCC(=O)N(CC2CCCCC2)C1 (stereo not given) | -14% | i | 6% | 19% | 14% | nt | -5% | 11% | 4% |
| CC(C)CNC(=O)C1(C)CCCN1C(=O)c1c(Cl)cccc1Cl (stereo not given) | -55%[inhibitor] | i | -11% | 10% | 2% | -3% | nt | -15% | 2% |
| CCCOc1cc2c(C#N)c(N3CCCC3)nc(N)c2c(N)n1 | -31%[inhibitor] | i | -2% | 14% | 24% | 11% | nt | -17% | -3% |
| COc1ccc(-c2cc(C(=O)Nc3ccccc3SC)no2)cc1 | i | i | -4% | 18% | 0% | 6% | 2% | -9% | -5% |
| O=C(O)c1ccc(-c2nnn(Cc3cccc(C(F)(F)F)c3)n2)cc1 | -25% | i | 6% | -1% | 4% | -13% | 3% | 3% | 16% |
| CCCCn1c(N)c(N(CCOC)C(=O)c2ccc(C)c(S(=O)(=O)N3CCOCC3)c2)c(=O)[nH]c1=O | i | i | -2% | 20% | 11% | -7% | 1% | 2% | 2% |

Not all compounds are listed, so the mix of outcomes need not match the whole.
